High-throughput results as filed in PubChem BioAssay.
FAS-TE inh: FAS thioesterase domain inhibitors, primary screen, biochemical, fluorescence intensity, uHTS. 360,000 compounds, 0.67% hits. recombinant FAS-TE, OMFH fluorogenic substrate, fluorescence endpoint. inhibition, % at 15 µM. Fatty acid synthase (Homo sapiens), P49327;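 active = compounds whose normalised, plate-corrected inhibition of enzyme fluorescence in the single-dose primary screen is 50% or more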;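 also: 0% = DMSO with enzyme and 100% = substrate without enzyme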
Target sequence (P49327 whole entry, looked up, the tested form may be a part): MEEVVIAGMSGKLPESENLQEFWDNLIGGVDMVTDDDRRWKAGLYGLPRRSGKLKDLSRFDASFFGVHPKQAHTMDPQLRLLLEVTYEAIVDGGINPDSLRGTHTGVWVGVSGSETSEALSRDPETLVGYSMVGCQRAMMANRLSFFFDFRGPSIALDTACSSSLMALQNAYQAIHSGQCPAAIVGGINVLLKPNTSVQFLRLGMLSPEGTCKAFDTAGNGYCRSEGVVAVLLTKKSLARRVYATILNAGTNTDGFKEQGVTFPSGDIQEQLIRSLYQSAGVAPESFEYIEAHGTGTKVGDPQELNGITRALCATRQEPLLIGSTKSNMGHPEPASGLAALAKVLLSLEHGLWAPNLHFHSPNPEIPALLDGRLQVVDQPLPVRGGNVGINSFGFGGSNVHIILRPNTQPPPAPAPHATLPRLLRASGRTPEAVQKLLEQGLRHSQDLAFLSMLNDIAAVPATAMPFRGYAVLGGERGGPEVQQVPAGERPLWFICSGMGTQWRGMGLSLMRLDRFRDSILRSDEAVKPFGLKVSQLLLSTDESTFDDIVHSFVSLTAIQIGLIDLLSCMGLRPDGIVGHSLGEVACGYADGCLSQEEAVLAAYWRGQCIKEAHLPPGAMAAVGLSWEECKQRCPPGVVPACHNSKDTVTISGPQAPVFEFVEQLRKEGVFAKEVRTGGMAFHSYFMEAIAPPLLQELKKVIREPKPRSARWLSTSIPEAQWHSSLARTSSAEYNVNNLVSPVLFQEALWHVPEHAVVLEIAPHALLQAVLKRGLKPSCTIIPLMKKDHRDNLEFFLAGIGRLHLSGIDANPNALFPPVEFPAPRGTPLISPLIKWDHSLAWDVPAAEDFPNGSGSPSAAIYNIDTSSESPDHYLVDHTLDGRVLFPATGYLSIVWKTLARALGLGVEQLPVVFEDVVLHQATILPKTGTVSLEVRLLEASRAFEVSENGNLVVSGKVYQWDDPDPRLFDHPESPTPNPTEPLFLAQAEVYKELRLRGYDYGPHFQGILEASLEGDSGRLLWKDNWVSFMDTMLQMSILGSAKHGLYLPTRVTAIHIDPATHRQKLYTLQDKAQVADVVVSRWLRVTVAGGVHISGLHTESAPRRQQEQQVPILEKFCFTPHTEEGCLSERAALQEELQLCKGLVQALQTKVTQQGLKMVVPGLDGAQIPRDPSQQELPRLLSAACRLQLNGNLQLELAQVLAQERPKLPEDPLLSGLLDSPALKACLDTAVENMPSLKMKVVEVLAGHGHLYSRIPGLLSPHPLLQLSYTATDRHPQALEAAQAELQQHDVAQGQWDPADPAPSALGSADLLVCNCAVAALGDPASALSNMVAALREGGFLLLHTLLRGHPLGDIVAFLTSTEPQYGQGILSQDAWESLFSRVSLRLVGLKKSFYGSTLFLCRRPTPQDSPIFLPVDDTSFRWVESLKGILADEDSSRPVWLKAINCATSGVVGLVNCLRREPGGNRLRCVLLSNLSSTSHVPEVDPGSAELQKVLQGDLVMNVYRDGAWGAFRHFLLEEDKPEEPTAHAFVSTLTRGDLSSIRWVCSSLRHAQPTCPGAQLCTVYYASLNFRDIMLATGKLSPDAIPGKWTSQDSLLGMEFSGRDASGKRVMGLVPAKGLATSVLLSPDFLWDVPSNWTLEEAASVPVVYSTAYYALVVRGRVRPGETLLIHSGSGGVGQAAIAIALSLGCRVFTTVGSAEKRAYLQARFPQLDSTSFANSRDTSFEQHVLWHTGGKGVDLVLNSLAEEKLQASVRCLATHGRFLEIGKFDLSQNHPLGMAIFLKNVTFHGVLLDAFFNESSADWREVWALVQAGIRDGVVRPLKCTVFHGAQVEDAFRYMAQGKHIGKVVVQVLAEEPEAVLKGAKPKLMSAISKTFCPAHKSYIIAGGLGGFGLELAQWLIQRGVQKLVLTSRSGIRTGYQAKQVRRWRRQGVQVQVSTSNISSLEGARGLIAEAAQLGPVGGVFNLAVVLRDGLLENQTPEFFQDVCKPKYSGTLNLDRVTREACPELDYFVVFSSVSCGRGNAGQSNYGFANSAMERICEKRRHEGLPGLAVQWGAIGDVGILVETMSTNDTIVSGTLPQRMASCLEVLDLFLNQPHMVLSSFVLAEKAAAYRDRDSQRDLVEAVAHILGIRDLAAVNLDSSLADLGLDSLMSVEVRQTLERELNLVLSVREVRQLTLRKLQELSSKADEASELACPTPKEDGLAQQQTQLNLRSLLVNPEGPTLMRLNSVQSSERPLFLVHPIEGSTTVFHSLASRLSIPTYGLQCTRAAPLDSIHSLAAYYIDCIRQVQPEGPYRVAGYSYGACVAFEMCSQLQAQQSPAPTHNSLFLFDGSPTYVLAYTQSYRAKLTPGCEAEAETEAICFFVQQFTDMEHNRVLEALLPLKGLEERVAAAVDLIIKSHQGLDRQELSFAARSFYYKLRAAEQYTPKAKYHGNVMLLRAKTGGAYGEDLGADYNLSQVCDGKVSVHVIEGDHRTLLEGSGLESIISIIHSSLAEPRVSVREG
SKN-1 block: suppressors of acrylamide-induced Pgst-4::GFP reporter in worms, primary screen, SKN-1 inhibitor project, whole organism, uHTS, GFP/RFP fluorescence ratio, strain VP596; C. elegans VP596 Pgst-4::GFP/RFP ratio, 24 h; inhibition, % at 21.8 µM; 360,000 compounds, 0.49% hits; AID 624304, 2012;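 active = interference check ratio from 0.5 to 1.5 plus GFP to RFP signal ratio inhibition reaching or exceeding a fixed threshold, cut at about 30% in these data, passing the limit was not always enough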; also: some compounds called inactive have numbers as strong as hits
Rin1 Abl inh: inhibitors of Rin1-Abl protein binding, primary screen, biochemical, TR-FRET; Tyrosine-protein kinase ABL1 (Homo sapiens) + Ras and Rab interactor 1 (Homo sapiens), …; inhibition, % at 7.35 µM; 360,000 compounds, 0.4% hits; AID 588664, 2011; in the data active = inhibition above about 5%, passing the limit was not always enough
Neddylation inh: inhibitors of cullin neddylation, primary screen, biochemical, TR-FRET, uHTS, NAE and Ubc12 | NEDD8-conjugating enzyme Ubc12 (Homo sapiens) + NEDD8-activating enzyme E1 regulatory … | calls only at 25 µM | 360,000 compounds, 0.58% hits; in the data active = inhibition above about 36%
MT1-MMP act inh: blockers of MT1-MMP proenzyme processing, primary screen, HT1080 RFP-PRO-GFP cells, GFP/RFP fluorescence. Matrix metalloproteinase-14 (Homo sapiens), P50281. GFP/RFP ratio fluorescence, overnight; percent of plate control window, DMSO zero. GFP/RFP ratio change, % at 20 µM. 360,000 compounds, 0.061% hits;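 active = GFP/RFP ratio change of at least 30% with cell ATP level not reduced by more than half and red fluorescence within 50% of control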; also: strong numbers were not always called active
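Test system: HT1080 RFP-PRO-GFP cells; Benchmarks: DMSO and RFP-L50D-GFP cell wells; Timing: cells overnight before dosing, compound overnight, 37 °C, 5% CO2; Compound: one 20 µM compound dose with 1% DMSO; Read-out: GFP/RFP fluorescence ratio.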
MsrA inh: bovine MsrA enzyme inhibitors, primary screen, biochemical, absorbance, HTS; inhibition, % at 15.5 µM; Methionine sulfoxide reductase A (Bos taurus); 360,000 compounds, 0.75% hits; purified bovine MsrA, absorbance read-out; in the data active = inhibition above about 4.5%;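 also: 0% = vehicle wells with enzyme and 100% = reference inhibitor wells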
NRP1-CendR mod: modulators of CendR peptide binding to NRP-1, primary screen, biochemical, fluorescence polarization, uHTS; Neuropilin-1 (Homo sapiens), O14786; FAM-RPARPAR peptide binding to NRP-1; inhibition, % at 25 µM; 360,000 compounds, 0.85% hits;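 active = inhibition or corrected inhibition above about 18%, plus a signal ratio from 0.5 to 1.5, limit read from the data, passing the limit was not always enough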; also: strong numbers were not always called active
MsrA act: bovine MsrA enzyme activators, primary screen, biochemical, absorbance, HTS | Methionine sulfoxide reductase A (Bos taurus) | purified bovine MsrA, absorbance read-out | activation, % at 10.6 µM | 360,000 compounds, 0.3% hits; in the data active = activation above about 7.5%;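 also: 0% = vehicle and 100% = reference activator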
eLon inh: inhibitors of E. coli Lon protease, primary screen, biochemical, fluorescence polarization; P0A9M0; purified E. coli Lon protease; inhibition, % at 7.94 µM; 360,000 compounds, 0.42% hits; in the data active = inhibition above about 13%, passing the limit was not always enough;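 also: 0% = enzyme with probe and DMSO and 100% = no enzyme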
An asterisk follows results filed as active; i = inactive; nt = not tested or not shown.

SMILES | FAS-TE inh | SKN-1 block | Rin1 Abl inh | Neddylation inh | MT1-MMP act inh | MsrA inh | NRP1-CendR mod | MsrA act | eLon inh
O=C(O)CC1SC(=Nc2ccccc2)N(c2ccccc2)C1=O (stereo not drawn) | -8 | 12 | -1 | i | -1 | 0.2 | -1 | 0 | 1
CCN1CCN(C(=S)NCCc2ccccc2)CC1 | -6 | -21 | 1 | i | 5 | -0.8 | 5 | -10 | -9
CN1CCN(S(=O)(=O)c2cccc(C(=O)N(C)Cc3c(F)cccc3Cl)c2)CC1 | -9 | 3 | 1 | i | -1 | -1.7 | -2 | -8 | -7
NS(=O)(=O)c1ccc(CCNC(=O)CCC(=O)c2cccs2)cc1 | -8 | 8 | 5 | i | -5 | 0.9 | 0 | -2 | -10
COc1ccc(N2CCCn3c2nc2c3c(=O)n(Cc3ccccc3F)c(=O)n2C)c(OC)c1 | 7 | -6 | 5 | i | 0 | 1.0 | -6 | -1 | -7
O=[N+]([O-])c1ncccc1OCc1ccc(Cl)c(Cl)c1 | 31 | 7 | 0 | i | 1 | 1.2 | -2 | -1 | -3
Nc1nc(Cl)nc2ccc(Br)cc12 | -7 | 8 | -16 | i | -3 | 0.2 | -10 | -2 | 6
CC(C(=O)O)C(=O)O | -3 | -2 | 0 | i | -1 | 0.8 | -1 | -4 | -5
CC(C)(C)NC1=NCCNC(c2ccccc2)=C1 | -6 | 6 | 1 | i | 6 | 0.6 | -6 | -2 | -5
Cc1noc(C)c1NC(=O)N(C)C[C@@H]1Oc2cc(Br)ccc2S(=O)(=O)N([C@H](C)CO)C[C@@H]1C | -7 | -6 | 0 | i | 5 | 0.6 | -2 | -2 | -7
CCC(C(=O)NC(C)(C)C)n1c(-c2ccc3c(c2)OCO3)nc2ccccc21 (stereo not drawn) | nt | -3 | nt | i | -2 | -0.9 | 2 | nt | nt
CN1CCN(S(=O)(=O)c2ccc(NC(=O)Cc3cccs3)cc2)CC1 | -3 | 4 | -1 | i | 1 | nt | -9 | -3 | -10
Cc1ccc(-c2nnn(CC(=O)N(CC3CCCO3)C(C(=O)NC3CCCCC3)c3ccc(F)cc3)n2)o1 (stereo not drawn) | -11 | 17 | -3 | i | -5 | -0.5 | 2 | -8 | -6
c1cnc2nc(-c3ccc4c(c3)OCO4)cn2c1 | -3 | -9 | 0 | i | 1 | 0.0 | 1 | -5 | -14
C=C1c2ccccc2NC(=S)N1Cc1ccc2c(c1)OCO2 | 2 | 2 | 1 | i | -5 | 0.9 | 3 | 3 | -2
Cc1nc2c(-c3ccc(F)cc3)c(C)nn2c(C)c1CCC(=O)Nc1ccccc1 | 15 | 5 | -3 | i | 6 | 1.5 | 9 | -7 | -1
COc1ccccc1N1CCN(CCN2C(=O)C3CCCCN3C2=O)CC1 (stereo not drawn) | -2 | 29 | 3 | i | 0 | 1.6 | 6 | -2 | 2
O=C(c1ccc(NS(=O)(=O)c2cccc3cccnc23)cc1)N1CCCCC1 | -6 | -3 | -2 | i | 0 | 0.7 | 12 | -3 | 7
O=C(Nc1cccc(OC(F)(F)F)c1)C1Cc2c(-c3cccc(F)c3)ccnc2O1 (stereo not drawn) | 43 | -6 | 1 | i | 3 | 0.9 | 8 | -4 | -4
CCc1sc(C(=O)N2CCN(c3ccc(F)cc3)CC2)cc1C | 11 | 20 | 2 | i | 5 | -2.0 | 16 | 3 | 10
CCOC(=O)N1CCN(C(=O)CCCOc2ccccc2)CC1 | -7 | 12 | 3 | i | 7 | -0.7 | 14 | -3 | 2
CCNC(=O)CC1C(=O)N(c2ccccc2)C(=O)N1CCc1ccc(OC)cc1 (stereo not drawn) | -6 | -2 | -1 | i | 6 | -0.4 | -3 | -3 | 1
COc1ccc(OC)c(-c2[nH]nc3c2C(c2ccco2)C(C#N)=C(N)O3)c1 (stereo not drawn) | 3 | 11 | 0 | i | -4 | 2.3 | -25 | -4 | -17
Cc1nc2ccccc2n1CCN1CCOCC1 | -5 | -7 | 1 | i | -2 | 0.3 | 9 | -1 | 2
O=C(CN(C(=O)CCC(=O)Nc1ccccn1)c1cccc(F)c1)NCc1ccco1 | -4 | 5 | 0 | i | -2 | 0.1 | 6 | -1 | 9
O=S(=O)(c1ccccc1)N1CCN(C(=S)NCCCN2CCOCC2)CC1 | -10 | -5 | 3 | i | 2 | -0.2 | 3 | -11 | -4
Cc1cccc2c(=O)cc(C(F)(F)F)[nH]c12 | -3 | 6 | -2 | i | -8 | 2.5 | 12 | -8 | 10
Cc1cc(C)c(CN2CCN(C(=O)Cn3cnc4c(NCc5ccccc5)ncnc43)CC2)c(C)c1 | 14 | 5 | 2 | i | 7 | 1.2 | 12 | -9 | -8
COc1ccc(CC(=O)Nc2nc(OCC(F)(F)F)cnc2-c2ccc(Cl)cc2Cl)cc1 | 11 | 24 | -3 | i | -3 | -0.6 | 4 | -6 | 3
Cc1nn(Cc2cccc(C(=O)Nc3ccn(Cc4ccccc4F)n3)c2)c(C)c1[N+](=O)[O-] | 32 | 5 | -3 | i | -4 | 0.7 | 1 | 0 | 5

Taken from above:
MsrA act with CCc1sc(C(=O)N2CCN(c3ccc(F)cc3)CC2)cc1C reads 3
MT1-MMP act inh with Cc1cccc2c(=O)cc(C(F)(F)F)[nH]c12 reads -8
eLon inh with COc1ccc(CC(=O)Nc2nc(OCC(F)(F)F)cnc2-c2ccc(Cl)cc2Cl)cc1 reads 3

(more compounds)
SMILES | FAS-TE inh | SKN-1 block | Rin1 Abl inh | Neddylation inh | MT1-MMP act inh | MsrA inh | NRP1-CendR mod | MsrA act | eLon inh
Cc1ccc(C(=O)NNC(=O)c2ccncc2)cc1S(=O)(=O)N1CCOCC1 | -8 | 9 | 1 | i | 4 | -0.4 | 0 | -2 | 2
Cc1ccc2oc(=O)c3cc(C(=O)NCCCN4CCCCCC4)sc3c2c1 | -2 | -1 | -7 | i | 5 | 2.7 | 8 | -7 | 12
Cc1ccc(S(=O)(=O)N2CCN(C(=O)Cc3sc(C)nc3-c3ccc(F)cc3)CC2)c(C)c1 | 19 | 1 | 2 | i | -3 | -1.0 | 11 | 0 | 2
COc1ccc(-c2c(=O)n(OC)c3ccccc3[n+]2[O-])cc1OC | -6 | 4 | -2 | i | -5 | 1.2 | -5 | -6 | 7
Cc1ccc2sc(N(CCCN(C)C)C(=O)c3ccc(S(=O)(=O)N4CCc5ccccc5C4)cc3)nc2c1C | 7 | -5 | 2 | i | 1 | -0.4 | 5 | -5 | 5
O=C(Nc1nnc(-c2ccncc2)o1)c1cccc(N2C(=O)CCC2=O)c1 | -6 | -10 | -3 | i | 6 | 3.4 | 1 | -10 | 1
Cc1ccc(S(=O)(=O)N2CCN(C(=O)c3ccccc3Cc3ccccc3)CC2)c(C)c1 | 26 | 10 | 2 | i | -3 | -0.8 | -7 | -2 | -4
Cc1ccc2sc(N3CCN(C(=O)C4=COCCO4)CC3)nc2c1C | 9 | -12 | 0 | i | 0 | 1.0 | 7 | -9 | -6
O=C(CSc1nnc(CNC(=O)c2cccs2)o1)NCc1ccc(F)cc1 | -10 | -8 | 1 | i | -1 | -0.5 | -2 | -9 | -4
COc1ccc(C(=O)O)cc1S(=O)(=O)N1CCCc2ccccc21 | 1 | -4 | 4 | i | -2 | -0.3 | 7 | -4 | -4
COc1ccc(/C(N)=N/OC(=O)C2CCCCC2)cc1 | 6 | 6 | 2 | i | -5 | -1.2 | 10 | 0 | -1
O=C(CC(c1ccccc1)c1cc(Br)ccc1O)N1CCCCC1 (stereo not drawn) | 10 | 1 | -2 | i | -15 | 0.6 | 1 | -3 | -7
CCOC(=O)C1=C(C)C(c2ccccc2OC)NC(=S)N1 (stereo not drawn) | -6 | -28 | 0 | i | -6 | 2.1 | 5 | -6 | 1
CCOc1ccc(CCNS(=O)(=O)c2ccc3c(c2)N(C(C)=O)CCO3)cc1OCC | -1 | -3 | 2 | i | 2 | -0.1 | 0 | -4 | 5
Cc1cc(OCc2cc(C(=O)N3CCN(C)C(=O)[C@@H]3C)no2)cc(C)c1Cl | 2 | -3 | -2 | i | -3 | 0.9 | -3 | 1 | 0
CC(OC(=O)COc1ccc(Nc2ccccc2)cc1)C(=O)N(C)c1ccccc1 (stereo not drawn) | 18 | 5 | 1 | i | 6 | 0.0 | 4 | -3 | -5
CCOC(=O)c1ccccc1NC(=O)c1cccs1 | 10 | 3 | -7 | i | 0 | 0.2 | 11 | -6 | -8
O=C1C2C3C=CC(C2C(=O)N1c1nccs1)C1C(=O)N(c2nccs2)C(=O)C31 (stereo not drawn) | -1 | 12 | 3 | i | 2 | 0.8 | -2 | -1 | -8
COc1ccc(N(CC(=O)N/N=C/c2ccc(-c3ccc([N+](=O)[O-])cc3)o2)S(=O)(=O)c2ccc(C)cc2)cc1Cl | 6 | -11 | -2 | i | -7 | 1.4 | -73 | -9 | -73
O=C(Nc1ccc(NC(=O)c2ccccc2)c2ccccc12)c1ccccc1 | -5 | -11 | 0 | i | -6 | -0.3 | -3 | -4 | -9
CCOC(=O)C(C(=O)Cc1ccccc1)c1ccccc1 (stereo not drawn) | -1 | 7 | 1 | i | 3 | 0.1 | 14 | -1 | -8
CCOc1ncccc1C(=O)OCc1c(F)cccc1Cl | 8 | 1 | -1 | i | -4 | -1.1 | 3 | -9 | 3
Cc1ccc(NC(=O)C(CC(C)C)NC(N)=O)cc1 (stereo not drawn) | -8 | -4 | 0 | i | 1 | 1.1 | 2 | -1 | 2
O=C1N(Cc2ccccc2)c2ccc(Br)cc2[C@]12C[C@H](O)CO2 | nt | -13 | nt | i | 11 | 1.2 | -21 | nt | nt
CSc1ncccc1C(=O)OCC(=O)N1CCN(C(=O)c2ccco2)CC1 | -8 | 10 | 2 | i | 2 | -0.6 | 0 | -2 | 7
Cc1occc1-c1nnc(SCC(=O)N2CCCc3ccccc32)n1Cc1ccco1 | -6 | 17 | -1 | i | -5 | 1.2 | -4 | -1 | -11
O=C(Nc1ccc2ccccc2c1[N+](=O)[O-])c1ccccc1 | 12 | 24 | -1 | i | 3 | -1.0 | 10 | -1 | -3
CCCSc1ccc([C@@H]2[C@H]3C(=O)N(CC)C(=O)[C@H]3[C@]3(C(=O)OC)CCCCN23)cc1 | 21 | 7 | 1 | i | -9 | 0.1 | -18 | 0 | -29
CCOc1cc(/C=N/n2cnnc2)ccc1OC(=O)c1cccc([N+](=O)[O-])c1 | 3 | 24 | 6 | i | 4 | 1.7 | -14 | 0 | -10
CC(NC(=O)C(c1ccccc1)c1ccccc1)c1ccccc1 (stereo not drawn) | 11 | -13 | 0 | i | -2 | 0.9 | -11 | -8 | 7
Cc1ccc(Sc2ccc(CN3CCCCC3)cc2[N+](=O)[O-])cc1 | 9 | 7 | 1 | i | 10 | 0.1 | 11 | -8 | 1
Cc1cc(C(=O)Nc2cccc(O)c2)co1 | -2 | 14 | 3 | i | -1 | 0.8 | 13 | -2 | -7

Shown field by field: entries from further up
> CCOc1ncccc1C(=O)OCc1c(F)cccc1Cl
  FAS-TE inh = 8
  SKN-1 block = 1
  Rin1 Abl inh = -1
  Neddylation inh = i
  MT1-MMP act inh = -4
  MsrA inh = -1.1
  NRP1-CendR mod = 3
  MsrA act = -9
  eLon inh = 3
> Cc1ccc(NC(=O)C(CC(C)C)NC(N)=O)cc1 (stereo not drawn)
  FAS-TE inh = -8
  SKN-1 block = -4
  Rin1 Abl inh = 0
  Neddylation inh = i
  MT1-MMP act inh = 1
  MsrA inh = 1.1
  NRP1-CendR mod = 2
  MsrA act = -1
  eLon inh = 2
